STAT1 activator = activators of IFN-gamma induced STAT1 signaling; NIH 3T3 STAT1-luciferase reporter, luminescence; 100% = IFN-gamma alone, no compound; activation (% of control), % at 5.5 µM; actives 2.6% (n = 200,000);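 active = activation above the screen-wide mean activation plus 3 SD, cut at about 130% in these data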;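 note: raw ratio to IFN-gamma control signal so 100% means no change and 0% no light; values of inactives mirror those of a sister screen read the other way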
Diaph act CS = activates diaphorase or chemically reduces, flagging diaphorase assay artifacts | Diaphorase/resazurin coupled assay, resorufin fluorescence, 16 min; stronger effect = higher value; 1 = vehicle wells, 0 = NADH-free wells | activation factor at 20 µM | actives 0.005% (n = 190,000) | AID 1229;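 active = diaphorase activity raised at least twofold by the compound at 20 µM; inactive = activation factor below 2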
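Material: bacterial diaphorase enzyme (C. kluyveri); amount: enzyme 0.07 U/mL final; reagent: NADH substrate 0.114 mM plus resazurin dye 0.1 mM, final; doses: single compound dose of 20 µM, 1% DMSO final; timing: 16 min enzyme reaction, ambient temperature; measured by: fluorescence of resorufin, 544 nm excitation, 590 nm emission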
FLuc inhib CS = counter-screen for luciferase assay inhibitors: firefly luciferase inhibition | ATPLite firefly luciferase biochemical luminescence, 10 min | inhibition, % at 10 µM | actives 1.5% (n = 200,000);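 active = inhibition above about 50% when tested at 10 µM, limit read from the data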
APP 5UTR inh = APP translation inhibition; SH-SY5Y APP 5'UTR-luciferase reporter, luminescence; inhibition, % at 2 µM; actives 0.82% (n = 190,000);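 active = inhibition above a set limit, derived from the sample mean plus 3 SD, cut at about 45% in these data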; note: values of inactives mirror those of a sister screen read the other way
G6PDH counter = counter-screen for G6PDH assay hits: L. mesenteroides G6PDH inhibition; inhibition, % at 5 µM; actives 0.12% (n = 200,000); Purified L. mesenteroides G6PDH, diaphorase/resazurin coupled fluorescence, 45 min; in the data active = inhibition above about 50%
Diaph inh CS = counter-screen for diaphorase-based assays: diaphorase inhibitors and chemical oxidizers | actives 0.69% (n = 190,000) | diaphorase resazurin-to-resorufin fluorescence, NADH, 16 min; bacterial (C. kluyveri) enzyme, not human | inhibition, % at 20 µM | AID 1217;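 active = primary screen inhibition at 20 µM above a set limit, cut at about 50% in these data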;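 note: plate controls were DMSO with full reaction for no effect and wells lacking NADH for full effect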
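Test system: Clostridium kluyveri diaphorase enzyme / Quantity: diaphorase at 0.14 U/mL in enzyme working solution / Incubation: 16-min room-temperature incubation before reading / Benchmarks: NADH-free wells as positive control, DMSO-only neutral wells / Signal: resorufin fluorescence 544/590 nm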
FLuc stim CS = firefly luciferase counter-screen for stimulation assays | ATPlite luciferase biochemical, luminescence, 10 min; 0 = ATP-free wells, 1 = DMSO control | activation factor at 10 µM | 200,000 tested, under 10 active | AID 1027;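 active = luciferase activation factor, scaled between plate controls, of at least 2 with compound at 10 µM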
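System: luciferase plus luciferin reagent, cell-free; medium: PBS as buffer for the ATP substrate; dosing: test compounds dosed from 2 mM stocks in 100% DMSO; timing: 10 min post-reagent at room temperature; measured by: luminescence measurement of luciferase light output; evaluation: luciferase activation, seen as luminescence increase over controls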
APP 5'UTR act = activates APP 5'UTR luciferase reporter. SH-SY5Y APP 5'UTR luciferase reporter, luminescence; zero percent = DMSO vehicle wells. activation, % at 2 µM. actives 1% (n = 190,000). AID 1276;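 active = activation above a set limit, based on mean plus 3 SD of controls, cut at about 140% in these data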; note: values of inactives mirror those of a sister screen read the other way
NF-kB expr up = raises NF-kB expression in human neuronal cells. NF-kB reporter expression; stronger effect = higher value. actives 1.6% (n = 190,000). AID 1239. fold change at 12.5 µM; in the data active = fold change above about 3.3
TLR4 MyD88 comp = inhibitors of human TLR4-MyD88 binding | O00206+Q99836 | HeLa CL3-4 TLR4/MyD88 BLA complementation, FRET ratio | inhibition, % at 8.4 µM | actives 0.18% (n = 200,000) | AID 861; in the data active = inhibition above about 25%;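 note: 0% = vehicle and 100% = reference inhibitor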
Target sequence (O00206 whole entry, looked up): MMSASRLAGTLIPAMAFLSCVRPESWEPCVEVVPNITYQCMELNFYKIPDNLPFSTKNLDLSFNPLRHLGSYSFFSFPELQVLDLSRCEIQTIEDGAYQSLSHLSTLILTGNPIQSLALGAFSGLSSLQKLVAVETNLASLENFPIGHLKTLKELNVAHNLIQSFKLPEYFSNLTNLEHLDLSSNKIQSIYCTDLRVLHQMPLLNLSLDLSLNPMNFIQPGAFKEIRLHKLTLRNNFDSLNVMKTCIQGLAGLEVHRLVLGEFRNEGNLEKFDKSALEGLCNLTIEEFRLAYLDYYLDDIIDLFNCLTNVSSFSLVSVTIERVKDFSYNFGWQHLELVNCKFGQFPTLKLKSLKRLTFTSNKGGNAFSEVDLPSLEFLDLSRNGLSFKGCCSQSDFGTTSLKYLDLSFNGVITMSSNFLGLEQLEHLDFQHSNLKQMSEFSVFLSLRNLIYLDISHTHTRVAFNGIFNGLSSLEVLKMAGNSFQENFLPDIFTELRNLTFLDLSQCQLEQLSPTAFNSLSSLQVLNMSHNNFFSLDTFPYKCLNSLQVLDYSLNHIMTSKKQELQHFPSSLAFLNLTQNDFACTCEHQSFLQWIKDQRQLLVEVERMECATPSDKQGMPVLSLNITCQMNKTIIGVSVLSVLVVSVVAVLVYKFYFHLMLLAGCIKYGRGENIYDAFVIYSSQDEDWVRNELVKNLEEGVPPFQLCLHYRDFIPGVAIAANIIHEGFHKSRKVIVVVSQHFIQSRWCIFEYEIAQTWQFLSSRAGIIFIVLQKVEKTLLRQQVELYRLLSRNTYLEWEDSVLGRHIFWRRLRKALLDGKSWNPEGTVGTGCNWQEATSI
Target sequence (Q99836 whole entry, looked up): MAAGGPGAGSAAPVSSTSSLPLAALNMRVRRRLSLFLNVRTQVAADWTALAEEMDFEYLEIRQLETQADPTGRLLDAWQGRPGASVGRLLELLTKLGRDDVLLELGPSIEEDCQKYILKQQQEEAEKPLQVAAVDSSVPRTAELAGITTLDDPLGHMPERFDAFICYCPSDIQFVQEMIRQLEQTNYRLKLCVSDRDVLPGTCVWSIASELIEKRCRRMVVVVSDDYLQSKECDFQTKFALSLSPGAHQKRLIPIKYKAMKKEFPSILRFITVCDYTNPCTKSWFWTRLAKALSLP
* = called active by the depositor; . = no result given.

Short keys: A = STAT1 activator; B = Diaph act CS; C = FLuc inhib CS; D = APP 5UTR inh; E = G6PDH counter; F = Diaph inh CS; G = FLuc stim CS; H = APP 5'UTR act; I = NF-kB expr up; J = TLR4 MyD88 comp
Molecule: COc1ccc(NC(=O)N2CCN(c3nc(-c4cccc(OC)c4)cs3)CC2)cc1
  A: 95	B: 0.8	C: -5	D: 0	E: 3	F: 24	G: 1	H: 0	I: 0.45	J: -9
Molecule: C/C(=N\NC(=O)OC(C)(C)C)c1cccc([N+](=O)[O-])c1
  A: 121	B: 0.9	C: -4	D: 11	E: -12	F: 14	G: 1	H: -11	I: 1.6	J: 12
Molecule: COc1ccc(C(C)=O)cc1COc1nc(C)nc2ccccc12
  A: 95	B: 0.9	C: -6	D: 1	E: 8	F: 9	G: 1.1	H: -1	I: 1.1	J: -3
Molecule: COc1cc(NC(=O)c2cc3c(=O)n(C)c4ccccc4c3n2C)cc(OC)c1OC
  A: 89	B: 0.8	C: 1	D: -18	E: 6	F: 19	G: 1	H: 18	I: 0.92	J: -4
Molecule: CC(CO)NCC12CC3CC(CC(C3)C1)C2 (stereo unspecified)
  A: 100	B: 1	C: -7	D: 1	E: 7	F: 0	G: 1.1	H: -1	I: 0.97	J: 3
Molecule: S=C(NCCc1c[nH]c2ccccc12)NC1CC1
  A: 103	B: 0.9	C: -3	D: 3	E: -3	F: 8	G: 1	H: -3	I: 1.1	J: -11
Molecule: CCS(=O)(=O)N1CCC(C(=O)NCCC2=CCCCC2)CC1
  A: 104	B: 0.9	C: -4	D: -12	E: -3	F: 13	G: 1	H: 12	I: 1.2	J: 2
Molecule: CCOc1ccc2nc(CN3CCN(Cc4ccsc4)C(CCO)C3)ccc2c1 (stereo unspecified)
  A: 91	B: 1.2	C: -4	D: -7	E: 7	F: -18	G: 1	H: 7	I: 1	J: -10
Molecule: Cc1cccc(NC(=S)NC(=O)CCc2ccccc2)c1C
  A: 102	B: 1	C: -6	D: 4	E: 5	F: 5	G: 1.1	H: -4	I: 0.98	J: -13
Molecule: Cc1c(C(=O)Nc2ccc(Cl)cn2)oc2ccccc12
  A: 106	B: 1	C: -1	D: 2	E: 4	F: 5	G: 1	H: -2	I: 2	J: 11
Molecule: CC(=O)c1cc(CC=C(C)C)c(O)c(CC=C(C)C)c1O
  A: 99	B: 0.9	C: -8	D: -14	E: 7	F: 10	G: 1.1	H: 14	I: 1.2	J: 0
Molecule: CC(C)c1ccc(/C=C/C(=O)NCc2ccc(S(N)(=O)=O)cc2)cc1
  A: 114	B: 1.1	C: 0	D: 5	E: 2	F: -6	G: 1	H: -5	I: 1.1	J: -3
Molecule: CCOC(=O)c1c(C)oc2ccc(O)c(CN3CCCCC3)c12
  A: 108	B: 1	C: -5	D: 9	E: -34	F: 3	G: 1	H: -9	I: 1.1	J: 10
Molecule: CCC(C)NC(=O)CSc1nc2scc(-c3ccccc3)c2c(=O)[nH]1 (stereo unspecified)
  A: 99	B: 0.9	C: -4	D: -4	E: -2	F: 9	G: 1	H: 4	I: 1.1	J: -4
Molecule: CCCCCCc1cc2cc(C(=O)NCc3ccccc3)c(=N)oc2cc1O
  A: 98	B: 1.1	C: -9	D: -1	E: 3	F: -11	G: 1.1	H: 1	I: 1.1	J: -26
Molecule: CC1(c2ccc(OC(F)F)cc2)NC(=O)N(CC(=O)Nc2ccc(S(N)(=O)=O)cc2)C1=O (stereo unspecified)
  A: 93	B: 0.9	C: -6	D: -37	E: 2	F: 12	G: 1.1	H: 37	I: 0.98	J: 9
Molecule: CN(C(=O)c1c(Br)cnn1C)C12CC3CC(CC(C3)C1)C2
  A: 107	B: 0.9	C: -4	D: 5	E: 1	F: 11	G: 1	H: -5	I: 1.1	J: 0
Molecule: CCOC(=O)N1CCC(N2CCN(CCC(C)C)C(CCO)C2)CC1 (stereo unspecified)
  A: 95	B: 1	C: -8	D: 2	E: 6	F: 0	G: 1.1	H: -1	I: 1.1	J: 4
Molecule: CCOC(=O)Cn1nc(C)c(NC(=O)c2ccc([N+](=O)[O-])c(C)c2)c1C
  A: 76	B: 0.9	C: -5	D: -4	E: 10	F: 6	G: 1.1	H: 4	I: 1	J: -6
Molecule: COc1ccccc1-c1nnc(SCC(=O)O)n1-c1ccc(C)cc1
  A: 102	B: .	C: 1	D: -5	E: 2	F: .	G: 1	H: 5	I: 1.2	J: -17

Two records drawn at random from those above:
Short keys: A = STAT1 activator; B = Diaph act CS; C = FLuc inhib CS; D = APP 5UTR inh; E = G6PDH counter; F = Diaph inh CS; G = FLuc stim CS; H = APP 5'UTR act; I = NF-kB expr up; J = TLR4 MyD88 comp
Molecule: Cc1c(C(=O)Nc2ccc(Cl)cn2)oc2ccccc12
  A: 106	B: 1	C: -1	D: 2	E: 4	F: 5	G: 1	H: -2	I: 2	J: 11
Molecule: COc1ccc(NC(=O)N2CCN(c3nc(-c4cccc(OC)c4)cs3)CC2)cc1
  A: 95	B: 0.8	C: -5	D: 0	E: 3	F: 24	G: 1	H: 0	I: 0.45	J: -9

Record cards, from the list above. Order of screens: STAT1 activator	Diaph act CS	FLuc inhib CS	APP 5UTR inh	G6PDH counter	Diaph inh CS	FLuc stim CS	APP 5'UTR act	NF-kB expr up	TLR4 MyD88 comp
Cc1c(C(=O)Nc2ccc(Cl)cn2)oc2ccccc12 reads 106	1	-1	2	4	5	1	-2	2	11
CC(C)c1ccc(/C=C/C(=O)NCc2ccc(S(N)(=O)=O)cc2)cc1 reads 114	1.1	0	5	2	-6	1	-5	1.1	-3

Returning to the listing, repeating the 4 entries before the break.
Short keys: A = STAT1 activator; B = Diaph act CS; C = FLuc inhib CS; D = APP 5UTR inh; E = G6PDH counter; F = Diaph inh CS; G = FLuc stim CS; H = APP 5'UTR act; I = NF-kB expr up; J = TLR4 MyD88 comp
Molecule: CN(C(=O)c1c(Br)cnn1C)C12CC3CC(CC(C3)C1)C2
  A: 107	B: 0.9	C: -4	D: 5	E: 1	F: 11	G: 1	H: -5	I: 1.1	J: 0
Molecule: CCOC(=O)N1CCC(N2CCN(CCC(C)C)C(CCO)C2)CC1 (stereo unspecified)
  A: 95	B: 1	C: -8	D: 2	E: 6	F: 0	G: 1.1	H: -1	I: 1.1	J: 4
Molecule: CCOC(=O)Cn1nc(C)c(NC(=O)c2ccc([N+](=O)[O-])c(C)c2)c1C
  A: 76	B: 0.9	C: -5	D: -4	E: 10	F: 6	G: 1.1	H: 4	I: 1	J: -6
Molecule: COc1ccccc1-c1nnc(SCC(=O)O)n1-c1ccc(C)cc1
  A: 102	B: .	C: 1	D: -5	E: 2	F: .	G: 1	H: 5	I: 1.2	J: -17
Molecule: COc1ccc(OC)c(S(=O)(=O)N2CCC(C(=O)Nc3cc(C)ccc3C)CC2)c1
  A: 91	B: 1	C: 0	D: 1	E: 1	F: -5	G: 1	H: -1	I: 1.1	J: -5
Molecule: Cc1cccc2nc(CSc3ncccc3C(=O)O)cn12
  A: 98	B: 0.9	C: 2	D: -12	E: 1	F: 13	G: 1	H: 12	I: 0.87	J: 0
Molecule: COCCN1C(=O)C(=O)/C(=C(/O)c2ccc(S(=O)(=O)N3CCOCC3)cc2)C1c1ccc(C(C)C)cc1 (stereo unspecified)
  A: 101	B: 0.8	C: -3	D: -10	E: -4	F: 17	G: 1	H: 11	I: 1.1	J: -11
Molecule: COc1ccc(C(C)(C)C)cc1NC(=O)CCCn1c(=O)oc2ccccc21
  A: 90	B: 0.8	C: -5	D: -2	E: -8	F: 21	G: 1	H: 2	I: 0.79	J: 0
Molecule: CCCOC(=O)C1[C@H]2C(=O)N(Cc3ccco3)C[C@]23C=C[C@H]1O3 (stereo partly specified)
  A: 106	B: 0.9	C: -8	D: 2	E: 6	F: 12	G: 1.1	H: -2	I: 0.95	J: 9
Molecule: CCN(CC)S(=O)(=O)c1ccc(OCC(=O)NC2CCS(=O)(=O)C2)c([N+](=O)[O-])c1 (stereo unspecified)
  A: 95	B: 1.1	C: -1	D: -34	E: 12	F: -10	G: 1	H: 34	I: 0.93	J: -20
Molecule: Cc1ccc(S(=O)(=O)NCCCn2ccnc2)cc1
  A: 106	B: 1.1	C: -1	D: 3	E: 15	F: -11	G: 1	H: -3	I: 0.86	J: 5
Molecule: COc1ccc(COCC(O)CN(Cc2ccco2)Cc2ccccc2O)cc1 (stereo unspecified)
  A: 99	B: 0.8	C: -6	D: 13	E: -13	F: 24	G: 1.1	H: -13	I: 0.99	J: -17
Molecule: O=C1N/C(=C\c2ccc(O)cc2)C(O)=C1C=NCc1ccccc1
  A: 90	B: 0.9	C: 19	D: 14	E: 13	F: 6	G: 0.8	H: -14	I: 1.2	J: -9
Molecule: CC1(C)Cc2nc3oc4c(N(CCO)Cc5ccccc5)ncnc4c3cc2CO1
  A: 97	B: 0.8	C: -6	D: 3	E: -11	F: 18	G: 1.1	H: -3	I: 0.34	J: -15
Molecule: COc1ccc(OC)c(NC(=S)NCCSc2ccc(C)cc2)c1
  A: 98	B: 0.8	C: 0	D: -22	E: 2	F: 15	G: 1	H: 22	I: 1.1	J: 10
Molecule: O=C(/C=C/c1ccco1)N1CCN(c2ncccn2)CC1
  A: 111	B: 0.8	C: 17	D: -24	E: 0	F: 20	G: 0.8	H: 24	I: 1.2	J: -4
Molecule: COC(=O)c1ccc(CSc2nnnn2-c2ccccc2)o1
  A: 98	B: 0.8	C: -8	D: 6	E: -4	F: 24	G: 1.1	H: -6	I: 1.1	J: 2
Molecule: O=C(Nc1ccc(N2CCCCC2)cc1)c1cccnc1Cl
  A: 112	B: 0.9	C: 4	D: -18	E: 3	F: 14	G: 1	H: 18	I: 1.4	J: 3
Molecule: Cc1ccc(-c2nc(N/N=C/c3ccccc3[N+](=O)[O-])c3ccccc3n2)cc1
  A: 124	B: 1	C: 64*	D: -19	E: 2	F: 4	G: 0.4	H: 19	I: 1.1	J: -3
Molecule: O=C(O)C1OC2OC3(CCCCC3)OC2C2OC3(CCCCC3)OC12 (stereo unspecified)
  A: 95	B: 0.8	C: -5	D: 11	E: -1	F: 16	G: 1.1	H: -11	I: 1.1	J: 4
Molecule: Cc1ccc(S(=O)(=O)NNC(=O)c2cccnc2)cc1
  A: 103	B: 1.2	C: -5	D: -14	E: 3	F: -17	G: 1.1	H: 14	I: 0.99	J: -6
Molecule: O=C(OCC(=O)N1CCN(Cc2ccccc2)CC1)c1ccc(Cl)cc1
  A: 104	B: 0.9	C: -8	D: -16	E: -2	F: 13	G: 1.1	H: 16	I: 0.97	J: 6
Molecule: CCN(CC(=O)Nc1sc2c(c1C#N)CCC(C)C2)Cc1nc2ccccc2c(=O)[nH]1 (stereo unspecified)
  A: 105	B: 0.7	C: -5	D: 1	E: 4	F: 34	G: 1	H: -1	I: 0.8	J: 3
Molecule: Cc1cc(NC(=O)CSc2nnc(COc3ccccc3)o2)no1
  A: 96	B: 0.9	C: -5	D: -18	E: 5	F: 7	G: 1.1	H: 18	I: 1.3	J: -1
Molecule: COc1ccccc1C(O)(C(=O)NN(C(=O)c1ccccc1)c1ccccc1C)c1cccs1 (stereo unspecified)
  A: 97	B: 0.9	C: -4	D: 5	E: 4	F: 7	G: 1	H: -5	I: 0.97	J: -9

Bioassay records from PubChem.
